PvdQ acylase = P. aeruginosa PvdQ acylase inhibitors, primary screen, biochemical, fluorescence, plate reader and imaging, single point; purified PvdQ acylase; inhibition, % at 10 µM; 340,000 compounds, 0.063% hits; in the data active = inhibition above about 30%, passing the limit was not always enough;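 also: 0% = vehicle neutral wells and 100% = reference inhibitor wells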
Keap1-Nrf2 PPI = Keap1-Nrf2 protein-protein interaction inhibitors, primary screen, biochemical, fluorescence polarization, single point; Kelch-like ECH-associated protein 1 (Homo sapiens), Q14145; Keap1 Kelch-Nrf2 peptide fluorescence polarization, 1536-well; inhibition, % at 9.4 µM; 340,000 compounds, 0.15% hits; AID 504523, 2011; in the data active = inhibition above about 12%;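 also: human Keap1 Kelch domain with fluorescein labeled Nrf2 9mer peptide probe; 0% = neutral control wells and 100% = peptide positive control; higher means more block of Keap1 binding to Nrf2 peptide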
PKA-R2B act = activators of PKA-R2B holoenzyme, primary screen, biochemical, fluorescence polarization, Cy5-IP20, human | cAMP-dependent protein kinase catalytic subunit beta (Homo sapiens) + cAMP-dependent … | activation, % at 11.4 µM | AID 504700, 2011 | 340,000 compounds, 0.079% hits | PKA-R2B holoenzyme dissociation; R2B truncated from residue 108, S112A mutant; 0% DMSO only, 100% 113 µM cGMP;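 active = activation above a cutoff set at the mean over all compounds plus 3 SD, cut at about 18% in these data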;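 also: higher means more holoenzyme dissociation and a rise in polarization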
SR-BI HDL uptake = inhibitors of SR-BI mediated HDL lipid uptake, primary screen, ldlA[mSR-BI] cells, fluorescence, single point; inhibition, % at 12.5 µM; Scavenger receptor class B member 1 (Mus musculus), Q61009; 320,000 compounds, 0.96% hits; ldlA[mSR-BI] CHO cells, DiI-HDL uptake fluorescence, 3 h;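 active = mean replicate inhibition of at least 70% and a set share of replicates each scoring 70 or more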;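 also: 0% = median of neutral control wells and 100% = median of positive control wells; values of inactives mirror those of a sister screen read the other way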
RTF Ca sens inh = cardiac RTF calcium sensitivity inhibitors, primary screen, biochemical, IANBD-TnC fluorescence, EC70 calcium. inhibition, % at 7.15 µM. IANBD-labeled cardiac RTF, Ca2+ fluorescence. 340,000 compounds, 0.12% hits. Troponin I, cardiac muscle (Homo sapiens) + Troponin T, cardiac muscle (Homo sapiens) + …;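 active = inhibition above the mean inhibition of all tested compounds plus 3 SD, cut at about 17% in these data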;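 also: assay run at fixed EC70 calcium of 1.6 mM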
SR-BI uptake up = activators of SR-BI mediated DiI-HDL uptake, primary screen, ldlA[mSR-BI] CHO cells, DiI fluorescence. 3 h; 100 = double the neutral-control signal. activation, % at 12.5 µM. 320,000 compounds, 0.096% hits;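 active = mean replicate activation of at least 60% and every replicate at or above 60%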;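 also: 0% = median plate neutral-control signal and 100% = twice that signal; values of inactives mirror those of a sister screen read the other way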
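Assay system: CHO ldlA[mSR-BI] cells, LDL receptor-null, SR-BI overexpressing; medium: Ham's F12 with 0.5% BSA, HEPES 25 mM, pH 7.4; also added: DiI-HDL 10 µg/mL; timing: 3 h uptake period with compound, 37 °C; signal: DiI fluorescence, bottom read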
C-LANA FP = inhibitors of KSHV C-LANA binding to DNA, primary screen, biochemical, fluorescence polarization, FAM-LBS DNA, MBP-C-LANA, single point; inhibition, % at 9 µM; 340,000 compounds, 0.078% hits;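 active = highest replicate inhibition at or above 60% at 9 µM, even if other replicates fall short; inactive = all replicates below 60% inhibition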;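 also: 0% = neutral control wells and 100% = 4 µM acridine orange control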
DAGLB inh = DAGLB lipase inhibitors, primary screen, biochemical, fluorescence, HTS; Diacylglycerol lipase-beta (Homo sapiens), Q8NCG7; AID 504411, 2011; HEK293T DAGLB membrane lysate, EnzChek fluorogenic substrate; inhibition, % at 5.17 µM; 340,000 compounds, 0.059% hits; in the data active = inhibition above about 34%;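 also: 0% = enzyme with vehicle and 100% = wells lacking enzyme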
Target sequence (Q8NCG7 whole entry, looked up): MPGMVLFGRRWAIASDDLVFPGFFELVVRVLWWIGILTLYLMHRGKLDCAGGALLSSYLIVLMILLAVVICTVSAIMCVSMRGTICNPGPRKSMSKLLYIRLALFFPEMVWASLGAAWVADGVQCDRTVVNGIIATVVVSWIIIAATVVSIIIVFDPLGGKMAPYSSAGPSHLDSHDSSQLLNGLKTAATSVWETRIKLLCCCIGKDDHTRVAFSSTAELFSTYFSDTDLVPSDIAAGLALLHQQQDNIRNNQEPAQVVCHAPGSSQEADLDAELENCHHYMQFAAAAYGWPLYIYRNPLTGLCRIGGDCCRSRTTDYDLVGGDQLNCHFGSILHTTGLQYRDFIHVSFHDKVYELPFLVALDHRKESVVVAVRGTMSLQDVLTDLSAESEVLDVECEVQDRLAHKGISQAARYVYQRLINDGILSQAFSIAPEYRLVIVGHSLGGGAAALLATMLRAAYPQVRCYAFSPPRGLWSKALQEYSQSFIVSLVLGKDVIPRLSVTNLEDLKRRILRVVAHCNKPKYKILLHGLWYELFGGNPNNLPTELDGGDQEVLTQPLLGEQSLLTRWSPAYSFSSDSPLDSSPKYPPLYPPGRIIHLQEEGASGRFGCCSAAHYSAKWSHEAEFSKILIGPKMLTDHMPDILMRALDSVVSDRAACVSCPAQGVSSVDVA
NSD2 HMT inh = NSD2 histone methyltransferase inhibitors, primary screen, biochemical, AlphaScreen, single concentration, set 2; Histone-lysine N-methyltransferase NSD2 (Homo sapiens), O96028; NSD2 peptide methylation, 120 min; inhibition, % at 12.5 µM; 310,000 compounds, 0.54% hits; AID 743445, 2014; in the data active = inhibition above about 50%
Arr AP2 block = inhibitors of beta-arrestin/AP2 binding, primary screen, biochemical, GPCR trafficking, flow cytometry. inhibition, % at 10 µM. 340,000 compounds, 0.31% hits. beta-arrestin 1 C-terminal peptide binding to AP2 beta2-adaptin appendage (human). AID 504490, 2011. FITC-arrestin peptide / GST-AP2 beads; AP2 beta2 appendage carries R879A mutation;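 active = inhibition above a set limit, near 3 SD of compounds lacking own fluorescence, cut at about 54% in these data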;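 also: plate controls were DMSO wells for no effect and 5 µM unlabelled arrestin peptide for full effect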
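system = GST-tagged AP2 beta2-adaptin appendage (R879A) on 4 µm glutathione beads | reagent = FITC-labelled arrestin peptide probe, 50 nM final | schedule = compound with beads 12 min RT, then probe 1 h RT | signal = HyperCyt-sampled flow cytometry, FL1 channel, ex 488/em 535 nm | read-out = percent response from loss of bead-bound FITC fluorescence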
Numbers without * were called inactive; nt = no result given.

SR-BI uptake up	DAGLB inh	Keap1-Nrf2 PPI	Arr AP2 block	RTF Ca sens inh	NSD2 HMT inh	PvdQ acylase	PKA-R2B act	C-LANA FP	SR-BI HDL uptake	Compound
16	-3	-2	28	4	41	8	4	-0.1	-16	O=C(c1ccc2c(c1)OCO2)C1CCCN(C(=O)C2CCOCC2)C1 (centres undefined)
5	-1	0	11	4	-1	-8	-11	-0.2	-5	Cc1ccc(CC2CC(=O)N(c3nc4ccccc4s3)C2=O)cc1 (centres undefined)
11	0	-4	17	2	-1	-1	5	-1.7	-11	Cc1cc2c(c(=O)n1CCN(C)C)C(c1ccncc1)C(C#N)=C(N)O2 (centres undefined)
4	8	-2	1	-9	-4	-16	4	-0.8	-4	COc1ccc(Cc2nnc(SCC(=O)Nc3cc(Cl)ccc3OC)[nH]c2=O)cc1
-25	2	0	9	0	-3	2	-6	-0.3	25	Cc1ccc(NC(=O)C2C(=O)N(CCO)C3(C)CC2c2ccccc2O3)cc1 (centres undefined)
5	-2	-4	21	-1	nt	13	-5	-3.5	-5	CCOc1ccc(C2c3c(oc4cc(C)c(C)cc4c3=O)C(=O)N2CCCN(C)C)cc1OC (centres undefined)
-5	nt	-3	7	nt	1	-5	nt	1.3	5	COc1ccccc1NC(=O)C1=C(C)NC(=O)NC1c1cccs1 (centres undefined)
-6	5	0	28	-1	2	-9	-4	-0.4	6	COC(=O)c1ccc(NS(=O)(=O)c2cc3c4c(c2)C(C)C(=O)N4CCC3)cc1 (centres undefined)
5	-2	-7	12	-2	1	3	-1	0.4	-5	Cc1ccc2sc(N(CCCN(C)C)C(=O)c3ccc(S(=O)(=O)N4CCc5ccccc5C4)cc3)nc2c1C
6	-2	2	9	3	-5	0	-12	-0.7	-6	COc1ccccc1C(=O)NNC(=O)c1cccc(F)c1
39	-2	5	2	-5	nt	-7	13	-0.9	-39	CCOC(=O)CCCNC(=O)COC(=O)c1ccc(O)cc1
4	1	-4	-2	6	-1	17	5	-1.8	-4	CN(C(=O)CSc1nnc(-c2cccnc2)n1-c1ccccc1F)C1CCS(=O)(=O)C1 (centres undefined)
-2	-1	-3	10	-6	-1	-14	5	-1.2	2	Clc1nc(Cl)nc(NCCC2=CCCCC2)n1
16	0	-1	-12	-15	-1	5	0	-1.0	-16	Cc1nn(-c2ccccc2)c2sc(C(=O)OCC(=O)N3CCCCC3)cc12
18	-1	0	-4	-1	-5	-16	7	0.3	-18	O=C(c1c(F)cccc1F)N1CCN(c2ncccn2)CC1
-8	2	-2	-1	4	15	2	2	-1.2	8	COc1ccccc1C(=O)NNC1=C(C(=O)C(F)(F)F)CCC1
-4	-3	-1	1	-9	-3	0	-6	-4.3	4	CCn1c(SCC(=O)N2CCC(C)CC2)nnc1-c1ccco1
21	1	-4	13	-2	0	1	1	0.1	-21	CC(=O)c1cccc(N=C2NC(=O)CS2)c1
23	2	-4	2	-5	0	-13	1	-2.1	-23	CCN1CCN(C(=O)c2ccccc2N(C)S(=O)(=O)c2ccc(C)cc2)CC1
15	-1	0	-2	-8	2	-13	1	-3.5	-15	Cc1c(C(=O)O)sc(S(=O)(=O)N2CCN(C(=O)CC(C)c3ccccc3)CC2)c1C(=O)O (centres undefined)
-1	0	-3	11	-5	7	2	2	-0.3	1	CCN(CC)CCN(CC(=O)Nc1c(C)cc(C)cc1C)C(=O)c1ccccc1
-1	1	-3	-8	-1	0	-8	-6	2.6	1	Nc1c(C(=O)NCc2ccco2)c2nc3ccccc3nc2n1CCc1ccccc1F
11	1	1	4	-8	-1	-7	6	1.4	-11	COCCOC(=O)C1=C(C)NC(=O)NC1C1CC=CCC1 (centres undefined)
8	-6	-5	2	9	-3	-8	-19	2.9	-8	O=C(CC(=O)c1ccccc1)Nc1cc(C(F)(F)F)ccc1Cl
4	-2	-2	1	-4	nt	4	-13	1.0	-4	COC(=O)[C@@H]1C[C@H]1[C@@H](NC(=O)c1ccccc1)c1ccccc1
-16	3	1	-1	-16	0	-2	10	1.8	16	CCNC(=S)NNC(=O)c1cc(CC(C)C)nc2ccccc12
2	1	nt	-7	4	-2	-9	-7	nt	-2	CC(Sc1nnc(-c2ccc(Cl)cc2)n1N)C(=O)NCC1CCCO1 (centres undefined)
7	-1	-2	10	-17	0	-7	-4	-1.3	-7	O=c1[nH]c(/C=C/c2cccnc2)c([N+](=O)[O-])c(=O)[nH]1
-9	5	0	2	-9	nt	-13	-12	-3.6	9	Cn1c(Cn2cnc3ccccc32)nnc1SCC(=O)CC(=O)Nc1ccccc1
-4	0	0	-3	-1	-4	-13	-9	-1.1	4	CCN(Cc1ccccc1)S(=O)(=O)c1ccc2c(c1)NC(=O)CS2
nt	2	0	0	0	nt	-4	9	0.8	nt	Cc1ccc(NC(=O)c2ccc3nc(N4CCOCC4)sc3c2)c(Cl)c1
5	0	2	17	-3	nt	17	4	2.8	-5	COc1ccc(C(=O)c2cc3ccc(O)cc3oc2=O)cc1
-6	1	-2	-1	-4	-3	0	-8	0.5	6	CC(=O)NC1CC2CCCC(C1)N2Cc1ccc(C)cc1 (centres undefined)
nt	1	-2	-8	5	-1	-14	-7	-0.4	nt	O=C(NCCNC(=O)c1cnccn1)c1ccc(Cl)c(Cl)c1
-25	2	0	-11	1	8	1	0	-0.1	25	CCCOc1ccc(-c2c(C(=O)N/N=C/c3cccnc3)nnn2-c2nonc2N)cc1
13	0	0	4	-4	nt	-13	-8	0.0	-13	COc1ccc2c(c1)c1c(n2C)[C@@H]2CC=C(CO)[C@@H](C1)N2C
13	0	-4	2	-3	-3	15	-6	-2.1	-13	CC(C)CC(=O)N1CCN(Cc2cccc([N+](=O)[O-])c2)CC1
21	-4	3	-136	-1	-1	0	-12	-1.8	-21	C=CCn1nnc2sc3c(c2c1=O)CCC(C)C3 (centres undefined)
7	-2	4	13	-15	1	7	5	-3.5	-7	Nc1nc(SCC(=O)Nc2ccccc2)nc2nc3c(cc12)CCCC3
-1	-1	-6	32	-5	-6	3	10	1.4	1	Cc1ccc(NC(=O)N2CCCCC2)cc1NC(=O)N1CCCCC1
-21	-2	-7	-11	0	-3	-17	-8	-0.6	21	S=C(NCc1ccccc1Cl)Nc1ccccc1Cl
-6	-12	-6	-5	2	-2	-22	0	-0.1	6	O=C(CSc1ncnc2scc(-c3ccc(F)cc3)c12)c1ccc2c(c1)OCCO2
-4	1	-3	-11	-5	-2	-6	-3	2.5	4	O=C(O)CC(NC(=O)CCc1ccccc1)c1ccc(Cl)cc1 (centres undefined)
41	9	1	2	4	9	-17	7	0.8	-41	CC(C)c1ccc(OCC(=O)Nc2cccc(C(=O)Nc3ccccc3C(=O)O)c2)cc1
20	-4	-3	24	-5	-2	2	-7	3.0	-20	COC(=O)[C@@H](NC(=O)NC1CCN(Cc2ccccc2)CC1)C(C)C

Some entries already given with just SR-BI HDL uptake and DAGLB inh:
canonical_smiles	SR-BI HDL uptake	DAGLB inh
O=C(c1ccc2c(c1)OCO2)C1CCCN(C(=O)C2CCOCC2)C1 (centres undefined)	-16	-3
O=C(CC(=O)c1ccccc1)Nc1cc(C(F)(F)F)ccc1Cl	-8	-6
O=c1[nH]c(/C=C/c2cccnc2)c([N+](=O)[O-])c(=O)[nH]1	-7	-1
Cc1ccc(NC(=O)c2ccc3nc(N4CCOCC4)sc3c2)c(Cl)c1	nt	2

Further structures follow.
SR-BI uptake up	DAGLB inh	Keap1-Nrf2 PPI	Arr AP2 block	RTF Ca sens inh	NSD2 HMT inh	PvdQ acylase	PKA-R2B act	C-LANA FP	SR-BI HDL uptake	Compound
-15	2	-5	-1	-6	2	-14	-7	9.3	15	COc1ccc2ccc(OCC(=O)N3c4ccccc4NC(=O)CC3C)cc2c1 (centres undefined)
14	-10	1	-5	-2	-2	-13	5	-2.1	-14	CC(=O)c1cn(CC(=O)Nc2ccc(C)c(C)c2)c2ccccc12
-58	-1	4	21	-6	-5	-6	-1	-1.8	58	O=C(c1cc(-c2ccccc2)nc2ccccc12)N1CCN(c2ccccc2O)CC1
8	1	0	17	-3	nt	2	-2	1.1	-8	Cn1c(=O)oc2cc(S(=O)(=O)N3CCC(C(=O)NCc4cccs4)CC3)ccc21
46	-1	1	-4	-12	-2	-11	1	2.2	-46	Cn1c(SCc2nc3ccccc3[nH]2)nnc1-c1ccccn1

Ordered by SMILES length (lowest first): some entries from above
SR-BI uptake up	DAGLB inh	Keap1-Nrf2 PPI	Arr AP2 block	RTF Ca sens inh	NSD2 HMT inh	PvdQ acylase	PKA-R2B act	C-LANA FP	SR-BI HDL uptake	Compound
46	-1	1	-4	-12	-2	-11	1	2.2	-46	Cn1c(SCc2nc3ccccc3[nH]2)nnc1-c1ccccn1
20	-4	-3	24	-5	-2	2	-7	3.0	-20	COC(=O)[C@@H](NC(=O)NC1CCN(Cc2ccccc2)CC1)C(C)C
-58	-1	4	21	-6	-5	-6	-1	-1.8	58	O=C(c1cc(-c2ccccc2)nc2ccccc12)N1CCN(c2ccccc2O)CC1

High-throughput results (PubChem)
